OXTR agonist – agonists of human oxytocin receptor; P30559; activation, % at 3 µM; actives 0.32% (n = 320,000); CHO-OTR cells, Fluo-8 calcium fluorescence; normalized: DMSO 0%, oxytocin 100%;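 active means activation above the mean of all tested compounds plus 3 SD, cutoff set per screening run, cut at about 20% in these data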;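 further: peak over basal fluorescence ratio from a 100 s FLIPR kinetic read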
Target sequence (P30559 whole entry, looked up): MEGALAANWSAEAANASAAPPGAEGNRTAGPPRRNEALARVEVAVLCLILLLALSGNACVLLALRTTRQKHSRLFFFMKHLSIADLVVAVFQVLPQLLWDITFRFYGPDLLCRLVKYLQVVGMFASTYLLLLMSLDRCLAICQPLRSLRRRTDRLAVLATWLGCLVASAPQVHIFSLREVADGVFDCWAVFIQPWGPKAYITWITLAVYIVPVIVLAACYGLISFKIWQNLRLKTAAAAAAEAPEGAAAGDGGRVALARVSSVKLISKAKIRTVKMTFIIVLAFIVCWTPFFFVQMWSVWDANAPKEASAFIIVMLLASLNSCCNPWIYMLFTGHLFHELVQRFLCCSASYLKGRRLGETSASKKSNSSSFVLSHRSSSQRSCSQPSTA
TAAR1 antag – antagonists of human TAAR1 | CHO RD-HGA16 TAAR1, Fluo-8 calcium fluorescence, antagonist | actives 1.5% (n = 360,000) | Q96RJ0 | inhibition, % at 3 µM | AID 624466;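 active means inhibition above a per-plate cutoff, the mean inhibition of test compounds on that plate plus 3 SD, cut at about 49% in these data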;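 further: 0% = DMSO plus EC80 beta-PEA response and 100% = DMSO alone without agonist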
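System: RD-HGA16 CHO cells with stable hTAAR1 and Gα16 | Probe or stimulus: EC80 β-phenethylamine stimulus | Dosing: 3 µM, single point | Times: Dye loading 75 min at 37 °C, then 30 min room temperature | Measured by: Fluo-8 calcium-sensitive fluorescence | Read-out basis: % inhibition of agonist calcium response | Replicates: n of 1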
M1 PAM parental – M1 PAM counterscreen hit in parental CHO-K1 cells; activation, % at 3 µM; actives 0.02% (n = 360,000); ATP EC20, Fluo-8 calcium fluorescence; 0% at ATP EC20, 100% at ATP max;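 active means activation above the run cutoff, the mean activation of all test compounds plus 3 SD, cut at about 40% in these data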;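 further: peak over basal fluorescence ratio in a 140 s read after ATP addition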
GPR7 antagonist – human neuropeptides B/W receptor 1 antagonism | actives 1.1% (n = 290,000) | GPR7-expressing cells, fluorescence antagonist assay | inhibition, % at 4.4 µM | P48145; in the data active means inhibition above about 16%, passing the limit was not always enough;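 further: cells stimulated with the agonist NPW; 0% = agonist with vehicle and 100% = vehicle without agonist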
Target sequence (P48145 whole entry, looked up): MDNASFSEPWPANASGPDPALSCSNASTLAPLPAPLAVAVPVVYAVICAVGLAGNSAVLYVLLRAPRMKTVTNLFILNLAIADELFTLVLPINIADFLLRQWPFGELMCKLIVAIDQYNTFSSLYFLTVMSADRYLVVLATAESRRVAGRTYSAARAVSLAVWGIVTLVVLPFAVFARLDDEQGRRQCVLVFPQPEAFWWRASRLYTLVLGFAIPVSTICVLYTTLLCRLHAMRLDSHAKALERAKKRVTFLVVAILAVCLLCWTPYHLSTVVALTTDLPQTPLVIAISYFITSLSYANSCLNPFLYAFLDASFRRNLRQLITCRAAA
V1aR counter – V1a receptor agonism, counter-screen for OXTR agonists; P37288; CHO-V1R cells, Fluo-8 calcium fluorescence, agonist mode; 0% DMSO, 100% 3 nM vasopressin; activation, % at 3 µM; actives 0.25% (n = 320,000);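 active means activation above the mean activation of all tested compounds plus 3 SD, per screening run, cut at about 20% in these data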;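 further: signal is peak over basal fluorescence ratio across a 100 second FLIPR read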
OXTR potentiator – potentiates the human oxytocin receptor response; P30559; actives 0.061% (n = 320,000); CHO-OTR cells, Fluo-8 calcium fluorescence, potentiator mode; 0% = oxytocin EC15, 100% = EC100; activation, % at 3 µM;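 active means activation above that plate's cutoff, the mean activation of tested compounds plus 3 SD, cut at about 6.6% in these data, passing the limit was not always enough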;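 further: 100% uses oxytocin at 75 nM as the full agonist control; some results filed as inactive read as strong as hits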
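System: human OTR in CHO cells / Also added: sub-maximal oxytocin, roughly EC15 / Control set: EC15 oxytocin low, 75 nM oxytocin high / Schedule: 6 min compound pre-incubation at room temperature, 100 s kinetic read / Compound: single-point 3.0 µM / Replication: singlicate / Technique: Fluo-8 calcium dye fluorescence / Read-out basis: % activation of max/min ratio relative to oxytocin controls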
CHO-K1 Ca ag – M1 agonist counterscreen hit in parental CHO-K1 cells | Fluo-8 calcium fluorescence; scaled to maximal ATP response, vehicle zero | activation, % at 3 µM | actives 0.48% (n = 360,000) | AID 602248; in the data active means activation above about 15%;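 further: untransfected CHO-K1 host cells lacking M1 receptor as counterscreen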
CHO-K1 Ca antag – M1 antagonist counterscreen hit in parental CHO-K1 cells | inhibition, % at 3 µM | ATP-induced calcium, Fluo-8 fluorescence | actives 0.6% (n = 360,000) | AID 602250;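 active means inhibition above a per-plate cutoff, the plate's mean sample inhibition plus 3 SD, cut at about 24% in these data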;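 further: 0% = DMSO plus EC80 ATP and 100% = DMSO alone without ATP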
CHO parental Ca – counter-screen for OX1R antagonists: effect in parental CHO cells; AID 463079; inhibition, % at 5.6 µM; parental CHO-K1, ATP-induced calcium, Fluo-8 fluorescence; actives 0.63% (n = 330,000);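 active means inhibition above that plate's mean sample inhibition plus 3 SD, cut at about 26% in these data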;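 further: 0% = ATP-challenged DMSO wells and 100% = DMSO wells without ATP; some compounds past the cut are filed as inactive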
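Assay system: untransfected parental CHO cell line. Also added: ATP agonist challenge. Dosing: one dose, 5.6 µM nominal. Measured by: Fluo-8 fluorescence. Read-out: % inhibition. Benchmarks: ATP wells versus no-ATP DMSO wells. Repeats: no replicates.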
Starred values were filed as active, the others as inactive; / = not tested or not shown.

molecule	OXTR agonist	TAAR1 antag	M1 PAM parental	GPR7 antagonist	V1aR counter	OXTR potentiator	CHO-K1 Ca ag	CHO-K1 Ca antag	CHO parental Ca
Cc1ccc(S(=O)(=O)C2(C(=O)Nc3ccc(C(C)C)cc3)CC2)cc1	-0.3	-19	-8	-8	0.2	-5	-0.2	-1	-17
Cc1ccc(OC(=O)C2c3ccccc3Oc3ccccc32)cc1C	1.9	2	14	-7	0.3	1	0.1	-4	-20
CS(=O)(=O)c1ccc(-c2nnc(NC(=O)C3=COCCO3)o2)cc1	1.3	9	-26	/	1.4	-10	0.4	9	-7
Cc1ccc(-c2c3c(=O)n(C)c(=O)n(C)c3cn2N2CCOCC2)cc1	-1.4	-15	19	-5	-0.8	-4	0.0	-6	-16
CCOC(=O)c1c(C)[nH]c(C(=O)COC(=O)c2[nH]c(C)c(C(C)=O)c2C)c1C	11	77*	12	-2	8.8	-7	5.1	-9	-11
CCOC1=C/C(=C/c2c(N)n3nc(CC(=O)N4CCCCC4)sc3nc2=O)C=CC1=O	3.0	-13	13	1	3.1	-3	0.8	1	3
COc1cccc(NC(=O)CCN2C(=O)c3cccc([N+](=O)[O-])c3C2=O)c1	1.0	-4	21	8	-0.7	-2	3.5	-13	-5
CN1CCN(C(=S)NC(=O)c2cccc([N+](=O)[O-])c2)CC1	1.3	-23	-1	-16	-0.3	-1	0.2	-7	-3
COCCNC(=O)CCn1nc(-c2ccc(C)cc2)ccc1=O	-1.1	-28	8	-10	-0.2	-4	0.7	-14	-10
CC(=O)Nc1cccc(-c2cc(NC(C)=O)c3ncc(-c4ccc(F)cc4)n3c2)c1	/	44	2	/	/	/	3.5	1	/
Cn1c(NCCO)nc2c1c(=O)n(Cc1cccc(Cl)c1)c(=O)n2C	0.8	-4	6	-15	2.4	-18	2.1	-11	-4
O=C(CCCN1C(=O)/C(=C/c2cccs2)SC1=S)NNC(=O)c1ccncc1	0.9	13	15	13	2.2	-3	1.0	-6	-7
COc1ccc(Sc2cc(C(F)(F)F)nc(-c3ccccn3)n2)cc1	-1.5	0	5	-9	2.0	-5	0.2	-9	-30
CCCCn1cnc2c(Sc3c([N+](=O)[O-])ncn3C)nc(N)nc21	/	3	1	/	/	/	0.8	-13	/
O=C1CC(c2cccs2)CC2=C1C(c1ccccc1)n1ncnc1N2 (stereo unspecified)	-0.5	7	10	-6	0.5	-4	0.2	4	-27
Cc1ccc(CNc2nc3ccccc3n3cnnc23)cc1	-1.5	-23	21	-2	-1.0	-1	0.4	-11	-8
COCC(=O)NCCc1nc(-c2ccccc2)cs1	0.5	-7	1	-19	0.8	-5	-0.2	10	8
CC1CC(C)CN(c2ncc3c(n2)CC(c2ccccc2Cl)CC3=O)C1 (stereo unspecified)	-1.1	-35	24	-10	0.7	-3	1.4	-8	-10
O=C(Nc1cccc(C(F)(F)F)c1)c1cc(S(=O)(=O)N2CCCCC2)ccc1N1CCOCC1	-1.7	10	-9	-9	0.1	-15	-0.3	12	-28
Clc1ccc(-n2cnc3c(Cl)ncnc32)cc1Cl	/	-15	-8	/	/	/	0.1	0	/

A different layout for some results above.
Each structure is followed by: OXTR agonist	TAAR1 antag	M1 PAM parental	GPR7 antagonist	V1aR counter	OXTR potentiator	CHO-K1 Ca ag	CHO-K1 Ca antag	CHO parental Ca
O=C1CC(c2cccs2)CC2=C1C(c1ccccc1)n1ncnc1N2 (stereo unspecified)
 : -0.5	7	10	-6	0.5	-4	0.2	4	-27
Cc1ccc(CNc2nc3ccccc3n3cnnc23)cc1
 : -1.5	-23	21	-2	-1.0	-1	0.4	-11	-8

New compounds follow.
molecule	OXTR agonist	TAAR1 antag	M1 PAM parental	GPR7 antagonist	V1aR counter	OXTR potentiator	CHO-K1 Ca ag	CHO-K1 Ca antag	CHO parental Ca
Cc1cc(NS(=O)(=O)c2ccccc2)c([N+](=O)[O-])cc1C	-3.0	-15	-10	-10	-0.9	-2	0.2	11	-13
CC(C)(C)c1ccccc1NC(=O)COC(=O)CN1C(=O)NC2(CCCC2)C1=O	-0.2	1	-3	/	0.5	0	0.5	-11	-3
O=C(Nc1ccc2c(c1)OCO2)c1cc(C2CCCCN2S(=O)(=O)Cc2ccccc2)on1 (stereo unspecified)	/	5	8	/	/	/	0.7	1	/
COC(=O)c1ccc(S(=O)(=O)N2CCCCCC2)n1C	-0.2	5	-23	-9	-0.2	-14	0.1	21	-17
O=C(NNC(=O)c1ccc([N+](=O)[O-])cc1)NC1CCCCC1	0.4	-23	12	3	0.7	-1	2.9	-8	-21
COc1ccc2c(COC(=O)CCS(=O)(=O)c3ccc(C)cc3)cc(=O)oc2c1	-0.1	21	14	/	1.8	-8	7.0	-7	-8
COc1ccc(C(=O)Nc2c(N)nc(SCC(=O)c3ccccc3)[nH]c2=O)cc1	-0.8	-21	-12	5	0.1	-5	-0.1	20	-9
O=C1COc2ccccc2C(c2nc3ccccc3[nH]2)N1Cc1ccccc1 (stereo unspecified)	/	-1	-1	/	/	/	1.3	-7	/
CCOC(=O)N1CCN(Cc2nc3c(c(=O)[nH]c(=O)n3C)n2CCCc2ccccc2)CC1	0.3	-7	5	-1	-0.6	-3	0.6	-10	-31
COc1ccc(/C=C2\SC(=O)N(CCC(=O)N3CCCCC3)C2=O)cc1OC	-1.5	-26	-8	-10	-0.9	-17	0.3	-8	-29
Cn1c(N)c(NC(=S)NC2CCCCC2)c(=O)n(C)c1=O	/	-14	11	/	/	/	1.2	-14	/
CC(=O)N1CCC(N(CCN2CCOCC2)C(=S)Nc2cccc(C)c2C)CC1	-0.6	-27	19	-9	-0.7	-2	0.1	-8	0
CC1(C)Cc2ccccc2-c2nc(NCCCO)[nH]c(=O)c21	-0.4	-16	-5	-18	1.1	-3	0.6	4	-6
CCOc1c2ccccc2nn1CCOC	-0.6	10	4	/	0.0	-5	0.1	-6	0
CCSC(=N)N	0.2	-12	0	/	-0.2	-7	0.0	1	-5
CCc1ccc(CN2CCC(Oc3ccc(C(=O)N4CCCC4)cc3)CC2)cc1	1.1	-22	-20	-9	3.5	-1	0.6	5	-9
O=C(/C=C/c1ccc(Cl)cc1)NCc1cccs1	-2.1	4	4	-2	0.0	-2	0.4	14	-11
OC(COC(c1ccccc1)c1ccccc1)CN1CCOCC1 (stereo unspecified)	0.0	-9	6	3	1.2	-3	0.2	-6	-17
COc1cccc(CNC(=O)[C@@H]2CCCN2C(=O)[C@H]2CCCCN2C(=O)c2ccccc2C)c1	/	10	14	/	/	/	1.4	-28	/
Cc1noc(NS(=O)(=O)c2ccc(NC(=O)c3cc(F)c(F)c(F)c3F)cc2)c1C	/	-1	-7	/	/	/	0.4	4	/
CCOc1ccc(S(=O)(=O)N2CCN(S(=O)(=O)c3ccc(C)c(C)c3)CC2)cc1	/	-6	8	-12	/	/	-0.6	-9	/
O=C(Nc1ccc(Cl)cc1)P(=O)(O)c1ccccc1	/	-19	-7	/	/	/	0.1	-1	/
CCc1ccc2c(CC(=O)Nc3cccc(S(=O)(=O)N4CCOCC4)c3)coc2c1	4.5	-7	1	/	5.7	-8	0.1	0	-6
O=C(Nc1ccc2oc(-c3cccnc3)nc2c1)c1ccc2c(c1)OCCO2	1.6	27	2	3	1.6	-9	1.6	0	-7
COc1ccccc1C1(O)CCN(C(=O)c2cccs2)CC1	-0.4	-4	-8	-10	1.6	-3	0.4	16	-8
CC#CCCc1nc2ccccc2c(=O)n1N	0.1	0	4	-10	-0.1	-2	0.0	-5	10
Cc1ccc(S(=O)(=O)c2nc(Nc3nccs3)sc2Cl)cc1	1.5	-8	-7	2	2.1	-21	-0.1	19	-8
O=C(O)CN1CCc2ccccc2C1	-0.5	-23	16	17	1.0	-4	-0.5	1	-4
Cc1cccc(C2c3[nH]c4ccccc4c3CCN2C(=O)c2nn(C)c(=O)c3ccccc23)n1 (stereo unspecified)	-0.6	42	-4	19	0.1	-11	3.5	10	-21
O=[N+]([O-])c1cnc2ccccn12	0.2	-12	-21	-12	1.3	1	0.3	12	-4
COc1ccc(NC(=O)C(c2cc3c(cc2[N+](=O)[O-])OCO3)N(C)Cc2ccccc2)cc1 (stereo unspecified)	-1.1	-13	29	-10	0.2	-10	22*	-3	-32
COc1ccc(N=C2SC(C(=O)N3CCN(c4ccccc4)CC3)CC(=O)N2C)cc1 (stereo unspecified)	-1.7	-16	0	-12	-0.4	-5	0.1	0	-10
COc1ccc(CNC(=O)Cc2ccc(-c3ccccc3)cc2)cc1OC	2.6	-4	18	2	3.9	-10	6.7	-6	-18
COc1ccc(C(CNC(=O)COc2ccccc2)N2CCCCC2)cc1 (stereo unspecified)	0.7	2	1	/	-0.8	2	-0.1	-11	-26
Cc1ccc(S(=O)(=O)N2C(=O)[C@@H]3Cc4ccccc4CN3C2=O)cc1	/	-11	1	-15	/	/	1.1	-10	/
COc1ccc2sc(N(CCN(C)C)C(=O)c3cc(Cl)sc3Cl)nc2c1	0.4	-35	10	-12	-0.3	-2	0.5	-1	-9
Cc1cc(C)nc(NCCCc2ccccc2)n1	-0.7	8	24	-14	-0.9	-2	0.7	-10	-8
CCc1nn(CCCC(=O)N2CCc3ccccc3C2)c(=O)c2cc3occc3n12	-2.2	0	38	-8	13	-13	2.2	-9	-35
Cc1ccccc1NC(=O)CSc1nc(O)cc(=O)n1C	-0.4	-9	5	-7	0.6	0	-0.1	3	-7
